Screening data (PubChem BioAssay)
RXFP1 ag = agonists of human relaxin receptor RXFP1; Q9HBX9; HEK293T-RXFP1 cAMP TR-FRET, 30 min; response scale: percent of porcine relaxin response, buffer zero; Potency, µM (doses to about 57.5 µM), inactives show top-dose activation, most hits filed as activators; 370,000 compounds, 0.3% hits; AID 2676; further: potency means the concentration at half of the fitted maximal effect; on the % scale 0 is the no-effect control and ±100 the full control effect; nearly all actives have a fitted effect of over 60% in size; many of its hits are not listed in these tables
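Agonist response is measured as cAMP accumulation in an RXFP1-transfected HEK293T line under PDE4 inhibition. Values are scaled between buffer-only and 29 nM porcine relaxin, and EC50s come from standard Hill equation fits.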
TrxR1 substrate = substrates of rat thioredoxin reductase 1; O89049; purified TrxR1 substrate turnover, NADPH consumption readout; Potency, µM (highest dose often 114 µM), for inactives: at the highest dose activity change, negative = substrate turnover; 390,000 compounds, 0.01% hits; AID 588456; further: potency means the concentration at half of the fitted maximal effect; on the % scale 0 is the no-effect control and ±100 the full control effect; nearly all actives have a fitted effect of over 50% in size
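Rat TrxR1, dispensed at 90 nM, was prereduced with 400 uM NADPH (final) for 5 min at ~22 deg C, then incubated with compound 15 min before 400 uM selenite. A first-read NADPH fluorescence drop versus no-compound background flagged substrates.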
PI4K2A block = inhibitors of human PI4K2A; 420,000 compounds, 0.13% hits; purified PI4K2A, ADP-Glo luminescence, 1 h; hits give low values; activity change, negative = inhibition, % at 76.9 µM; in the data active means activity change below about -50%; inconclusive means mostly about -30% to -49%;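 further: -100% = wells without enzyme as full effect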
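In this quantitative HTS, ADP production by PI4K2A was quantified luminescently after 1 h at ambient temperature; 100 microM adenosine served as plate-quality control.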
LDHA block = blocks human lactate dehydrogenase A. 480,000 compounds, 0.15% hits. activity change, % (values are at about 110 or 230 µM). purified LDHA, NADH/diaphorase-resazurin fluorescence; hits give low values. P00338; in the data active means activity change below about -30%; inconclusive means mostly about -25% to -30%;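 further: plate controls were DMSO wells for no effect and wells without enzyme for full effect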
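Human LDH5 at 2 nM final in Tris HCl pH 7.4 with 0.06 mM NADH and 0.2 mM pyruvate, reacted 5 minutes at room temperature. Remaining NADH coupled via diaphorase/resazurin; resorufin fluorescence read at 0 and 20 minutes, normalized to enzyme-free and DMSO wells.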
Vif-APOBEC3F blk = Vif-A3F binding inhibition; 390,000 compounds, 0.2% hits; Potency, µM (doses to about 46.1 µM), without a hit: at the highest dose activity, negative = active; HeLa A3F-eYFP + Vif (tagged APOBEC3F with the HIV-1 protein that degrades it), YFP fluorescence increase; AID 602313; further: potency means the concentration at half of the fitted maximal effect; % of control where 0% means no effect; nearly all actives have a fitted effect of over 65% in size
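HeLa cells stably expressing A3F-eYFP plus Vif, plated and incubated overnight at 37 deg C, then exposed to compounds overnight at 37 deg C. Blocked degradation read as raised yellow fluorescence (Ex 488/Em 500-530).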
Vif-A3G inh = Vif-A3G binding inhibition; Potency, µM (series often up to 46.1 µM), inactives show top-dose activity, negative = active, most hits filed as inhibitors; 410,000 compounds, 0.076% hits; Q9HC16; HeLa A3G-eYFP + Vif (tagged APOBEC3G with the HIV-1 protein that degrades it), YFP fluorescence, overnight; AID 602310;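 further: potency means the concentration at half of the fitted maximal effect; on the % scale 0 is the no-effect control and ±100 the full control effect; nearly all actives have a fitted effect of over 60% in size; hits raise eYFP signal because A3G escapes Vif-driven loss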
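Read-out is eYFP fluorescence (Ex 488/Em 500-530) from Vif-expressing HeLa A3G-eYFP cells; more signal means A3G escaped Vif-mediated degradation. Cells plated overnight, compound pinned in, incubated overnight at 37 deg C.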
GRP78 ERSR act = ER stress response induction in glioma. U87-MG GRP78 promoter luciferase reporter, 16 h. Potency, µM, without a hit: at the highest dose activation, usual class: activators. 420,000 compounds, 0.02% hits. AID 602332; further: potency means the concentration at half of the fitted maximal effect; series mostly up to about 76 µM; % of control where 0% means no effect; nearly all actives have a fitted effect of over 35% in size
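Stably transfected U87-MG glioma cells carrying a GRP78-based luciferase sensor; 16 h compound incubation. Luminescence end-point read 10 min after Bright-Glo addition at room temperature.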
IDH1 R132H inh = human IDH1 R132H inhibition. 390,000 compounds, 0.093% hits. AID 602179. Potency, µM (top dose mostly 76.6 µM), without a hit: at the top dose activity change, negative = inhibition, actives largely listed as inhibitors. IDH1-R132H enzyme, NADPH consumption, diaphorase/resazurin fluorescence. O75874; further: potency means the concentration at half of the fitted maximal effect; on the % scale 0 is the no-effect control and ±100 the full control effect; nearly all actives have a fitted effect of over 65% in size
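IDH1-R132H (0.5 ug/mL dispensed) in pH 7.5 Tris buffer was preincubated 30 min with compound, then given a substrate mix of 0.016 mM NADPH and 2 mM alpha-KG for 80 min at room temperature; remaining NADPH was read by diaphorase/resazurin fluorescence.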
USP1-UAF1 inh = USP1/UAF1 (human) deubiquitinase inhibition | O94782 | recombinant USP1/UAF1, Ub-Rhodamine cleavage fluorescence | Potency, µM (titrated, usually from 57.1 µM), for inactives: at the top dose activity change, negative = inhibition, hits mostly inhibitors | 390,000 compounds, 0.23% hits | AID 743255; further: potency means the concentration at half of the fitted maximal effect; on the % scale 0 is the no-effect control and ±100 the full control effect; nearly all actives have a fitted effect of over 60% in size; inactives centre near -12
Target sequence (O94782 whole entry, looked up): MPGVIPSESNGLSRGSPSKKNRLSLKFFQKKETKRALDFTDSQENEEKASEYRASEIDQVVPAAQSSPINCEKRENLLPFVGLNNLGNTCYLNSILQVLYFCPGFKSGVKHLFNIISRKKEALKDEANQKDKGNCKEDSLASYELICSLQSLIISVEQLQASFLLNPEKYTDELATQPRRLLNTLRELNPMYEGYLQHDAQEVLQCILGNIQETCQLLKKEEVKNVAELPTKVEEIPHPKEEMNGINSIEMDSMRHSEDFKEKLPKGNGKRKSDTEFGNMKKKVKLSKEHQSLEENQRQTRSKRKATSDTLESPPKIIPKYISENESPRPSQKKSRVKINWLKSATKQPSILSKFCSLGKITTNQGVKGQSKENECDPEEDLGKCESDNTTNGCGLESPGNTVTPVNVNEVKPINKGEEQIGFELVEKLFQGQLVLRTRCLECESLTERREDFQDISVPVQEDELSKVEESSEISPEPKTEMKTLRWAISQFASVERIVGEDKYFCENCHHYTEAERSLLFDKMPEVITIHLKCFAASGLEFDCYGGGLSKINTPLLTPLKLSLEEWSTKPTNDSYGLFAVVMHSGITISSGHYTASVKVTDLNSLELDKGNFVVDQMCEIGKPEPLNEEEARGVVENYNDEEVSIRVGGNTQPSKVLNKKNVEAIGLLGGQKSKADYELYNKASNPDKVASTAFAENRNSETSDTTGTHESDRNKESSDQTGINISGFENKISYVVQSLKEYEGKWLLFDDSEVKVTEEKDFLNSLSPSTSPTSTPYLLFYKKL
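Step one: compound is pinned into 1nM USP1/UAF1 in HEPES pH 7.8 buffer with TCEP. Step two: 15 min room-temperature incubation. Step three: Ub-Rho (150nM final) starts cleavage, tracked by fluorescence over six one-minute reads.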
The depositor's hits bear a star; ? = inconclusive; . = no result given; & = joins results of further samples; [ ] = dose if it differs, or a comment. Unless noted, the call rests on the fitted dose curve; in most records, active means well fitted curve in the direction sought with a large enough effect; inconclusive means small, poorly fitted or top-dose-only effect, or another doubt; inactive means no such curve, though single readings can be large; an effect the other way counts as inactive or inconclusive. This is a subset; count on the stated rates, not on these rows.

Below each compound – RXFP1 ag, TrxR1 substrate, PI4K2A block, LDHA block, Vif-APOBEC3F blk, Vif-A3G inh, GRP78 ERSR act, IDH1 R132H inh, USP1-UAF1 inh
- Cc1cc(Cl)ccc1NC(=S)NCCCN1CCCC1=O
 : 1.2%, 1%[57.1 µM], 1, -7, 1%, 0%, -6%, 1%, -7%
- O=C(NCCc1cccs1)c1ccc(CS(=O)Cc2cccc(Cl)c2)o1 (configuration not stated)
 : ., ., -1, -12, 2%, -3%, -2%, -6%, -27%
- CC(=O)Nc1ccc(SCc2c(C)noc2C)cc1
 : 3.3%, 4%, -2, -3, 9%, -4%, 5%, -3%, -6%
- COC(=O)CN(c1ccc(OC)cc1)S(=O)(=O)c1ccc(OC)c(OC)c1
 : -0.7%, 10%[57.1 µM], 1, -7, -1%, -1%, -3%, -4%, -19%
- CCn1c(SCCN2CCOCC2)nc2c1c(=O)n(C)c(=O)n2C
 : ?, 9%[57.1 µM], -1, -6&1, 5%, -4%, -5%, 2%, -12%
- O=C(c1ccccc1)N1CCN(Cc2cccc(Oc3ccccc3)c2)CC1
 : 0.0%, 2%, 1, -5, -13%, 8%, -3%, 2%, -23%
- COc1ccc2oc(=O)c(-c3nc4ccccc4o3)cc2c1
 : 0.5%, 10%, 1, 3, 13µM*, ?, 9%, 3%, -20%
- COc1ccc(/C=N/N=C2/NC(=O)C(CC(=O)O)S2)cc1OS(=O)(=O)c1ccccc1 (configuration not stated)
 : 3.3%, -20%, 3, 0, 15%, -3%, -4%, -4%, -16%
- COc1ccc(C(=O)N2CCN(C(=O)COc3ccc(Br)cc3)CC2)cc1OC
 : 3.5%, 12%, 0, 0, 0%, -6%, -2%, 15%, ?
- CC(=O)NC(Cc1ccccc1)C(=O)N1CCN(C(=O)c2ccco2)CC1 (configuration not stated)
 : -1.6%, -6%, 1, -3, -21%, 14%, -4%, -3%, 7%
- COc1ccccc1-c1sc2ccccc2c1C#CC1(O)CCCCC1
 : ., 5%, -4, 2, ?, -21%, -2%, -3%, -25%
- COc1cc(OC)cc(C(=O)NNC(=O)c2nn(C)c(=O)c3ccccc23)c1
 : ., 14%[57.1 µM], 6, -4, 11%, 2%, 2%, 0%, -8%
- Cc1cc(F)ccc1S(=O)(=O)N1CCCOC1CNC(=O)C(=O)NCc1ccncc1 (configuration not stated)
 : 1.1%, 0%, 4, 1, 3%, 0%, -4%, 1%, -6%
- CCOC(=O)c1c(N)sn(-c2ccccc2C)c1=S
 : -0.4%, 7%[57.1 µM], -8, -4, 6%, 0%, -2%, 3%, -15%
- CN(CC(=O)N1CCc2ccccc21)S(=O)(=O)c1cccc2cccnc12
 : 1.7%, 9%, 3, -5, -1%, -2%, -3%, 10%, ?
- COc1ccc(C(Cl)=C(C=O)c2ccc(OC)c(OC)c2)cc1OC
 : ., ., 1, -8, ., -2%, 0%, ., .
- CCN1CCC2(CC1)N=C(c1ccc(F)cc1)C(=S)N2C(=O)c1ccc(C)cc1
 : 1.2%, -9%, -6, -5, -19%, -13%, 2%, 1%, ?
- Cc1ccc(C(=O)OCC(=O)c2c[nH]c3ccccc23)cc1S(=O)(=O)N1CCOCC1
 : -0.2%, 16%[57.1 µM], -17, 4&11, 8%, -15%, -1%, 0%, -14%
- COc1ccc2c(c1)C(SCC(=O)NCCc1ccc(Cl)cc1)CC(C)(C)O2 (configuration not stated)
 : -1.8%, -20%, -3, 4, 0%, -5%, -3%, 0%, -12%
- COCCNC(=O)c1ccc(Cn2c(SCC(=O)NC(C)C)nc3ccccc3c2=O)cc1
 : -0.4%, -7%[57.1 µM], -1, -10, 7%, -2%, -3%, -4%, -11%
- Cc1cc(C)n2nc(SCC(=O)N(C(C)C)C(C)C)nc2n1
 : 2.5%, 10%, 4, -4, ., 1%, -4%, -5%, -17%
- Cc1c(CCOC(=O)CC23CC4CC(CC(C4)C2)C3)sc[n+]1Cc1ccccc1
 : 1.2%, 9%, -1, 2, 1%, -1%, 5%, 4%, -26%
- N#CCc1nc2ccccc2c(=O)[nH]1
 : 0.7%, 14%, -5, -8, -14%, -4%, -6%, 2%, -5%
- CCOC(=O)c1cnc(-c2ccccc2)nc1Oc1ccccc1
 : 0.7%, -9%, 5, -3, 4%, -2%, -4%, 14%, -20%
- CCCCC(CC)C1OCC(C[N+]2(C)CCOCC2)O1 (configuration not stated)
 : 2.2%, -6%, 3, -15, -9%, -1%, -2%, -3%, -1%
- COc1ccc(-c2nc(CN3CCC(C(=O)N4CCOCC4)CC3)c(C)o2)c(OC)c1
 : 0.5%, -4%, -4, -4, -16%, -1%, 1%, 1%, -8%
- CCCCCc1nnc(NC(=O)OCCC)s1
 : -0.4%, -3%, 3, -5, -2%, 2%, 1%, -2%, -14%
- Cc1ccc(C)c(NC(=O)C2(C)CCN2C(C)C)c1 (configuration not stated)
 : ., ., 2, -6, ., 0%, -2%, ., .
- O=C(OCC(=O)N1CCCCC1)c1c[nH]c(=O)[nH]c1=O
 : 0.9%, 8%[57.1 µM], -6, -5, 5%, 3%, -6%, 1%, 11%
- COc1ccc(N2C(=NC(=O)c3ccccc3)SC3CS(=O)(=O)CC32)cc1 (configuration not stated)
 : -3.4%, -2%[57.1 µM], 2, -8, -8%, 3%, -5%, 1%, 6%
- COc1ccc(C(CC(=O)O)N2Cc3ccccc3C2=O)cc1OC (configuration not stated)
 : 0.0%, 0%, -3, -2, 3%, -6%, 1%, 8%, -17%
- Cc1cc(NC(=O)CSc2nc3c(sc4ccccc43)c(=O)n2CCCN2CCOCC2)n[nH]1
 : 29%, 6%, 1, -8, -3%, -3%, ?, -2%, -14%
- CC(=O)c1ccc(NC(=O)CN2CCN(CC(=O)Nc3ccc(C(C)=O)cc3)CC2)cc1
 : 7.1%, -3%, 4, 1, 10%, 0%, -3%, 0%, -6%
- O=C(Nc1nc2c(Cl)cccc2s1)c1ccc([N+](=O)[O-])o1
 : -0.3%, -1%[57.1 µM], -2, -4, -10%, -8%, 11%, 14%, -6%
- CCCOc1ccc(/C=C/C(=O)O)cc1OC
 : -3.4%, 10%, 0, 3, -9%, -12%, -2%, 1%, -6%
- O=C(NCCCN1CCOCC1)c1cc(-c2ccccc2)nc2ccccc12
 : 0.2%, 0%, 4, -2, 7%, -5%, -3%, 2%, -16%
- Cc1ccc(S(=O)(=O)N(C)c2c(C)ccc(S(=O)(=O)N3CCN(C)CC3)c2C)cc1
 : 2.1%, -2%, -2, -1, 0%, -4%, -5%, 6%, -9%
- O=C(c1ccc2c(c1)[nH]c(=S)n1c3ccccc3nc21)N1CCN(c2cccc(Cl)c2)CC1
 : 3.0%, 11%, -4, 0, -27%, 0%, -4%, 7%, -2%
- O=C(OCCN=C1NS(=O)(=O)c2ccccc21)C1CC(=O)N(c2ccc3ccccc3c2)C1 (configuration not stated)
 : -1.0%, 3%, -4, 1, 2%, 0%, -4%, 1%, -2%
- O=c1c2ccccc2nc2sc(Nc3ccc(F)cc3)nn12
 : ?, -2%, 1, -3, 1%, 4%, -2%, ., .
- COc1ccc(/C(N)=N/OC(=O)C2CCCCC2)cc1
 : 3.8%, 6%, -2, -3, -1%, -6%, 6%, 32%[activator], ?
- CCN(CC)S(=O)(=O)c1ccc(C(=O)NCc2ccc(C)cc2)cc1
 : 1.6%, -1%, 1, 2, ., 1%, 1%, 15%, -2%
- O=C(c1ccccc1)c1c[nH]c(C(=O)NNc2cccc(Cl)n2)c1
 : 0.4%, 2%, 2, -4, 12%, -6%, 3%, 6%, -24%
- CCN(CC)C(=O)c1ccc(NS(=O)(=O)c2ccc(/C=C/C(=O)O)cc2)cc1
 : -0.5%, 6%[57.1 µM], 4, -13, 1%, 0%, -1%, -4%, -1%
- Cc1ccc(S(=O)(=O)NCC(=O)OCC(=O)Nc2ccccc2OC(F)F)cc1
 : 0.5%, 7%, -1, -1, -3%, 2%, -3%, 3%, -19%
- CCCCCn1c(=N)c(S(=O)(=O)c2ccc(C)cc2)cc2c(=O)n3cc(C)ccc3nc21
 : 1.3%, 3%, -4, -6, 1%, -4%, -4%, -4%, -28%
- COc1ccc(NS(=O)(=O)c2cccc(C(=O)NN=C(C)c3ccco3)c2)cc1
 : ., -12%, -2, -15, 0%, -10%, -1%, -4%, -10%
- CCOC(=O)OCC(=O)C1(O)CCC2C3CCC4=CC(=O)CCC4(C)C3C(O)CC21C (configuration not stated)
 : ., 1%[57.1 µM], 6, 2, 9%, 0%, -5%, 2%, -16%
- Cc1nc2ccc(S(=O)(=O)NCC(=O)O)cc2s1
 : 1.2%, -2%, -7, -5, -1%, 0%, -4%, 3%, -17%
- CC1CCN(c2ccccc2NC(=S)NC(=O)c2ccc(-c3cccc([N+](=O)[O-])c3)o2)CC1
 : -1.0%, -5%, -1, 0, -2%, 1%, -4%, -4%, -15%
- CCOc1ccc2nc(SCC(=O)NCc3ccc(OC)cc3)[nH]c2c1
 : 0.5%, 7%, -3, -2, -11%, 1%, -1%, -6%, -27%
- COc1ccc(NC(=O)C(=O)NNC(=O)c2ccc(Cl)cc2Cl)cc1
 : -2.2%, 7%, -12, -2, -27%, 0%, 1%, 6%, -23%
